Source: PubChem
aGal spleen mod: inhibitors or activators of human alpha-galactosidase in spleen homogenate; P06280; human spleen homogenate, 4MU-alpha-Gal fluorescence, 40 min; Potency, µM (titrated, usually from 80 µM), for inactives: top-dose activity change, negative = inhibition, actives largely listed as inhibitors; 240,000 compounds, 0.008% hits; AID 2107;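 note: potency is the fitted concentration of half-maximal effect; 0% = enzyme with vehicle and -100% = no enzyme basal signal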
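qHTS titration in buffer at pH 5.0. Alpha-galactosidase activity in spleen homogenate was measured via 4-methylumbelliferone release from 1 mM fluorogenic substrate after 40 min at 37C and a pH 10 stop. AC50 came from Hill fits of control-normalized data.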
Tau fluor counter: counter-screen for tau fibril formation inhibitors; tau K18 P301L Alexa594 fluorescence, heparin fibrillization; AID 1463; 280,000 compounds, 0.93% hits; Potency, µM (highest dose often 57.7 µM), for the others: top-dose activity change, negative = decrease; note: potency is the fitted concentration of half-maximal effect; % is set by controls: 0 for no effect and ±100 for the full control effect; nearly all actives have a fitted effect of over 55% in size
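Human tau K18 P301L (15 uM unlabeled, 0.24 uM Alexa 594-labeled) in 100 mM sodium acetate pH 7 with 20 uM heparin, 6 hr at 37 C. ThT 30 uM added, 1 hr ambient; Alexa 594 FP and total fluorescence read at 555/632 nm.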
CBFb RUNX1 block: CBF-beta/RUNX1 interaction disruption. Potency, µM (series often up to 59.8 µM), for inactives: top-dose activity, negative = inhibition, actives largely listed as inhibitors. AlphaScreen CBFb-His/RUNX1-biotin binding, biochemical. Q01196+Q13951. 230,000 tested, under 10 active. AID 1477; note: % of control where 0% means no effect
Target sequence (Q01196 whole entry, looked up): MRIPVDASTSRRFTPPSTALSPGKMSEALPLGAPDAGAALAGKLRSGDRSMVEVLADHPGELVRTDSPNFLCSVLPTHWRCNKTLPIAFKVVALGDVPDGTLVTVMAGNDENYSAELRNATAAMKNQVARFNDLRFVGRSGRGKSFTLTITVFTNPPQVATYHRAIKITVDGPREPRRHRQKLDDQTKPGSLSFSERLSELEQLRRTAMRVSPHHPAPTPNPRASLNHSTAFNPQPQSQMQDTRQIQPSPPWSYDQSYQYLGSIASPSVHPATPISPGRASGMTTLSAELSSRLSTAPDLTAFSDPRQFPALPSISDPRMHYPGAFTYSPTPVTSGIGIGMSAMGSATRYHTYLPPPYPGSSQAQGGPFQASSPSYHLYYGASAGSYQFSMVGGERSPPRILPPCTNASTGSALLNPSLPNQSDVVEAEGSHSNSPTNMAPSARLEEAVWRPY
Target sequence (Q13951 whole entry, looked up): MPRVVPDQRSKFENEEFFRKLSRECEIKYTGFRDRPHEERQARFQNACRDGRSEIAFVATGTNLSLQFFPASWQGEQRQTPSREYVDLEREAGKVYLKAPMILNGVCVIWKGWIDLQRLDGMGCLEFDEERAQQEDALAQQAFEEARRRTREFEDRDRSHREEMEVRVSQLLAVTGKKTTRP
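Room-temperature protein-protein interaction test with 30 nM each of His-tagged CBF-beta and biotinylated RUNX1, 15 min with compound, then 90 min with nickel plus streptavidin beads. Signal read in AlphaScreen mode.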
TR SRC2 fluor cs: counter-screen for TRb-SRC2 inhibitors: fluorescence interference | TRb/SRC2 Texas Red total fluorescence interference | Potency, µM (doses to about 106 µM), without a hit: at the highest dose fluorescence change, negative = quenching | 280,000 compounds, 0.29% hits | AID 1479; active = well fitted curve in either direction with a large enough effect; inconclusive = small, poorly fitted or top-dose-only effect; note: potency is the fitted concentration of half-maximal effect; % is set by controls: 0 for no effect and ±100 for the full control effect
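Human TRb ligand-binding domain at 0.6 uM with 20 nM Texas Red SRC2 peptide in Tris buffer containing 1 uM T3 and 5% DMSO, incubated with compound 5 h at ambient temperature. Total fluorescence (555/632 nm) calculated as parallel + 2 × perpendicular.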
TRb-SRC2 inh: TRbeta-SRC2 interaction inhibition; TRbeta-SRC2 peptide binding, fluorescence polarization; receptor liganded with 1 µM T3; Potency, µM (series often up to 106 µM), for inactives: at the top dose activity change, negative = inhibition, usual class: inhibitors; 280,000 compounds, 0.065% hits; P10828;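 note: potency is the fitted concentration of half-maximal effect; plate controls were bound peptide for no effect and peptide without receptor for full effect; nearly all actives have a fitted effect of over 50% in size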
Target sequence (P10828 whole entry, looked up): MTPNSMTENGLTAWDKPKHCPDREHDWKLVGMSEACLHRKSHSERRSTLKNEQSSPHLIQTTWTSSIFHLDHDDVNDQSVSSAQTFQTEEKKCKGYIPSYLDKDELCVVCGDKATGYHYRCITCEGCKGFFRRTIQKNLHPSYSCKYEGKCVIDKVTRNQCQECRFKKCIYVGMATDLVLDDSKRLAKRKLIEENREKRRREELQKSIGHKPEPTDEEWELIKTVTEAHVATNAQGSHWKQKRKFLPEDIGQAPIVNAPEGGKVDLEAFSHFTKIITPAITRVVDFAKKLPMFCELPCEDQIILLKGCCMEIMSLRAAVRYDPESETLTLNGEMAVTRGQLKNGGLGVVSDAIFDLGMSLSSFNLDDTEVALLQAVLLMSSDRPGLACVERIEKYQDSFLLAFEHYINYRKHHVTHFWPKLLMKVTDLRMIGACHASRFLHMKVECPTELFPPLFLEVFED
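TRb LBD 0.6 uM + Texas Red SRC2 peptide 20 nM, 1 uM T3, Tris buffer w/ 5% DMSO; compound pinned, 5 h RT; FP read ex 555/em 632; normalized to unbound and bound controls.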
Tau fibril FP: tau fibrillization inhibition (FP). P10636. K18 P301L tau heparin fibrillization, Alexa594 FP, 6 h. Potency, µM (top dose mostly 57.7 µM), for inactives: at the top dose activity, negative = inhibition, actives largely listed as inhibitors. 280,000 compounds, 0.39% hits. AID 1468; note: potency is the fitted concentration of half-maximal effect; % is set by controls: 0 for no effect and ±100 for the full control effect; nearly all actives have a fitted effect of over 55% in size
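Human tau K18 […] P301L fragment, 15 uM unlabeled plus 0.24 uM Alexa 594-labeled tau (final), with compound and 20 uM heparin in 100 mM sodium acetate pH 7; 6 hr at 37 C, then Alexa 594 FP read.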
NPSR antagonist: neuropeptide S receptor (human) antagonism, cAMP | Q6W5P4 | CHO-NPSR cells, cAMP TR-FRET, antagonist mode | Potency, µM (titrated, usually from 38.3 µM), inactives show at the highest dose activity change, negative = inhibition, most hits filed as inhibitors | 220,000 compounds, 1% hits; note: potency is the fitted concentration of half-maximal effect; % is set by controls: 0 for no effect and ±100 for the full control effect; nearly all actives have a fitted effect of over 50% in size; many of its hits are not listed in these tables
Epigenetic derep: regulators of epigenetic silencing causing reporter derepression in mouse cells. murine LDR cells, GFP reporter derepression, 30 h. Potency, µM (doses to about 53.9 µM), inactives show at the highest dose GFP activation, most hits filed as activators. 280,000 compounds, 0.2% hits; note: potency is the fitted concentration of half-maximal effect; % of control where 0% means no effect; nearly all actives have a fitted effect of over 60% in size
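Readout is the number of GFP-expressing murine LDR cells, counted by cytometry following washing. Cells were treated with compound for 30 h at 37 C; the stably integrated CMV-GFP locus is normally silent.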
* hit, by the source's call; ? = inconclusive; / = not tested or not shown; & = joins results of further samples; [ ] = dose if it differs, or a comment. Unless noted, calls come from the whole dose curve; as a rule, active = well fitted curve in the direction sought with a large enough effect; inconclusive = small, poorly fitted or top-dose-only effect, or another doubt; inactive = no such curve, though single readings can be large; an effect the other way counts as inactive or inconclusive.

SMILES	aGal spleen mod	Tau fluor counter	CBFb RUNX1 block	TR SRC2 fluor cs	TRb-SRC2 inh	Tau fibril FP	NPSR antagonist	Epigenetic derep
CCCc1cnc2c(c1SCC(=O)Nc1ccccc1OCC)c(=O)n(C)c(=O)n2C	/	-6%	/	-1%	-5%	-8%	/	1.4%
CCCCN1C(=S)NC[C@@H]1Cc1ccc(O)cc1	2%	-7%	11%	2%	4%	-4%	3%	2.3%
Cn1ncc(Cl)c(Oc2ccc(C(C)(C)C)cc2)c1=O	-21%	9%	1%	-5%	1%	3%	-18%	3.0%
Cc1nc2ncnn2c(C)c1CCC(=O)Nc1csc(N)n1	9%	0%	3%	-4%	1%	-6%	-4%[46.1 µM]	-2.4%
COc1ccc(NC(=O)CSc2nnc(NC(=O)Nc3ccc(OC)cc3)s2)cc1	/	-16%	/	-2%	5%	-10%	/	3.8%
COc1cc2c(Nc3ccc(NC(=O)c4ccccc4)cc3)ncnc2cc1OCCCN1CCOCC1	8%	-2%	19%	2%	6%	?	/	-3.4%
Cc1cccc(Cn2cnc3c(nnn3Cc3ccc(Cl)cc3)c2=O)c1	-1%	-9%	-1%	1%	1%	-4%	-25%[46.1 µM]	-1.1%
Cc1cc(C)c2c(NC(N)=S)n[nH]c2n1	-7%	-1%	11%	-6%	0%	0%	17%	0.1%
Cc1ccc2c(CC(=O)O)coc2c1C	-3%	3%	3%	-1%	-5%	-1%	3%[46.1 µM]	0.8%
O=C1COc2cc(S(=O)(=O)CCC(=O)N3CCN(c4ccccc4)CC3)c(Cl)cc2N1	/	-4%	/	?	-6%	-13%	/	5.6%
Cc1noc(C)c1C(=O)NNc1ccc(C(C)C)cc1	14%	-20%	-22%	-3%	-5%	-16%	-12%	3.3%
C=CCNC(=S)N/N=C/c1ccc(-c2ccc(OC)cc2)o1	6%	20µM*[quencher]	-4%	-1%	1%	9%	-31%	3.4%
O=C(CSc1nnc2ccc3ccccc3n12)c1ccc(F)cc1	/	-5%	/	4%	-4%	1%	/	-2.4%
Cc1cccc(N(C(=O)CS(=O)CC(=O)Nc2ccc3c(c2)OCO3)C(C)C(=O)NC2CCCC2)c1C (stereo not given)	5%	-3%	8%	0%	0%	-3%	9%	1.6%
CC1CCc2nn(CC(=O)Nc3ccc(F)cc3F)cc2C1 (stereo not given)	4%	-5%	7%	1%	6%	-10%	-11%[46.1 µM]	-0.8%
CC(C)CCNC(=O)CNC(=O)c1cccs1	-1%	-12%	0%	2%	6%	-7%	-3%[46.1 µM]	0.0%
CCOC(=O)C(C)Oc1ccc(C2NC(=O)NC(C)=C2C(=O)Nc2ccccc2C)cc1 (stereo not given)	-16%	-6%	4%	1%	9%	-4%	-9%[46.1 µM]	2.2%
COc1cc(CNn2nnnc2N)ccc1OCC(=O)NC(C)(C)C	3%	-12%	-2%	-1%	-2%	-5%	-6%[46.1 µM]	3.7%
Cc1ccc(OCC(=O)N/N=C\c2cn(Cc3ccccc3)c3ccccc23)cc1C	14%	?	-10%	-4%	5%	8%	-36%	0.0%
O=C(c1ccccc1)c1ccccc1NC(=O)c1ccccc1C(=O)O	/	1%	/	1%	-2%	-1%	/	-2.6%
Cc1cc(OCc2nc3ccccc3s2)ccc1N	5%	?	-17%	-4%	3%	-17%	6%	1.0%
COc1ccc(-c2nn(-c3ccccc3)cc2C(=O)N/N=C/c2ccc([N+](=O)[O-])o2)cc1	3%	-6%	-1%	-4%	-7%	-6%	-1%	-1.9%[10.1 µM]
COc1ccc(N2CCN(C(c3cccs3)C(C)NS(C)(=O)=O)CC2)cc1 (stereo not given)	10%	-12%	0%	0%	8%	8%	-5%	-2.1%
Cc1cccc(N2CCN(S(=O)(=O)c3cccc4nonc34)CC2)c1C	1%	?	-3%	-1%	-5%	12%	-27%	0.0%
c1ccc(CCc2nc(-c3ccc(-n4cccc4)cc3)no2)cc1	0%	-13%	18%	-2%	-8%	-6%	?	-1.3%

Remaining list, next part.
SMILES	aGal spleen mod	Tau fluor counter	CBFb RUNX1 block	TR SRC2 fluor cs	TRb-SRC2 inh	Tau fibril FP	NPSR antagonist	Epigenetic derep
Cc1c(NC(=O)C(C)Sc2nc3ccccc3c(=O)n2CCO)c(=O)n(-c2ccccc2)n1C (stereo not given)	7%	1%	5%	-1%	-4%	1%	-7%[46.1 µM]	-2.6%
Cc1cccc(C)c1NC(=O)CSc1nnnn1C	-7%	-1%	-2%	0%	-6%	-3%	-7%[46.1 µM]	1.0%
COC(=O)c1ccc(CSc2nnnn2Cc2ccccc2)cc1	-5%	-17%	?	-3%	5%	-13%	-16%[46.1 µM]	0.9%
COc1cc(Cl)c(NS(=O)(=O)c2ccc(-c3cnc(C4CC4)o3)cc2)c(OC)c1	/	?	/	-4%	10%	10%	/	1.9%
CCS(=O)(=O)CCn1c([N+](=O)[O-])cnc1C	4%	-6%&-22%	-4%	-1%	0%	6%&0%	11%	-1.0%
CC(C)(C)S(=O)(=O)c1ccc2nc3c(n2c1)CCCC3	14%	0%	-2%	3%	-1%	4%	-2%[46.1 µM]	-0.7%
CCOC(=O)c1cnc2cc(C(F)(F)F)ccc2c1N1CCN(c2cccc(Cl)c2)CC1	/	-21%	/	9%	7%	-2%	/	0.0%
CC(C)CC(N=Cc1c(O)c2ccccc2oc1=O)C(=O)O (stereo not given)	2%	-8%	1%	1%	1%	-9%	5%	2.2%
COC(=O)Cn1ccc2cc(S(=O)(=O)N3CCCCCC3)ccc21	/	-15%	/	-1%	-4%	-6%	/	-1.9%
CCOc1cccc(CC(=O)N2CCc3c([nH]c4ccccc34)C2c2ccc(F)cc2)c1OCC (stereo not given)	/	-9%	/	-2%	-6%	1%	/	0.6%
CC1=C(C(=O)OC(C)C)[C@@H](c2cccc3nonc23)C([N+](=O)[O-])=C(C)N1	2%	-22%	7%	-1%	-8%	-7%	/	0.0%
FC(F)Oc1ccc(-c2csc(=Nc3cccnc3)n2CC2CCCO2)cc1 (stereo not given)	0%	1%	-1%	-1%	10%	-2%	-7%	-3.8%
CC(C)NC(=O)CSc1ccccc1C(=O)NCc1ccc2c(c1)OCO2	5%	-7%	5%	-3%	-2%	1%	-3%[46.1 µM]	1.6%
CC(=O)Nc1nc2c(c3c1c(=O)oc1ccccc13)CCCCC2	3%	-8%	2%	-2%	1%	11%	-14%[46.1 µM]	-0.2%
CCCCSCCCNC(=O)Nc1ccc(CC)cc1	7%	?	3%	-3%	-1%	6%	3%	0.2%
CC(C)CCNC(=O)c1sc2ccc(S(=O)(=O)N3CCCCC3)cc2c1N	21%	-3%	3%	-12%	4%	0%	-17%[46.1 µM]	1.3%
CCS(=O)(=O)c1ncc(N(Cc2cccc(F)c2)Cc2ccco2)c(C(=O)Nc2ccccc2Cl)n1	/	-11%	/	4%	-4%	-7%	/	-3.2%
Cc1ccc(S(=O)(=O)CCSc2n[nH]c(=O)n2-c2ccc3c(c2)OCCO3)cc1	-6%	19%	-1%	-1%	2%	3%	-6%	-1.1%
Cc1ccc(N2C(=O)CS(=O)C(c3ccccc3)C2=O)cc1C (stereo not given)	0%	-12%	-3%	-2%	0%	?	3%	0.0%
O=C(Nc1cnn(Cc2ccc(Cl)cc2Cl)c1)c1noc2c1CCc1ccccc1-2	/	-29%	/	-12%	-1%	-14%	/	-1.8%
Cc1nc2ccccn2c1C(=O)CSc1ccccc1Cl	-2%	-8%	-2%	2%	-13%	7%	-15%[46.1 µM]	3.7%
O=C(/C=C/c1cccc([N+](=O)[O-])c1)N1CCN(C(=O)c2ccco2)CC1	3%	11%	-2%	-1%	-10%	8%	11%	0.9%
COc1ccc(NC(=O)Cc2c(F)cccc2Cl)c(OC)c1	1%	-1%	-2%	-1%	-2%	4%	-3%	0.7%
CC(C)n1c(SCc2ccccc2F)nc2c1c(=O)n(C)c(=O)n2C	1%	-7%	-1%	-3%	-8%	-1%	-10%[46.1 µM]	-1.3%
CC(C)c1cc(C(=O)N/N=C/C=C/c2ccccc2)n[nH]1	4%	-6%	9%	-4%	-20%	-15%	-14%	-1.0%
COC(=O)c1cnn(-c2ccc(F)cc2F)c1/C=N/NC(=S)NC(C)(C)C	-2%	-16%	-5%	-2%	-1%	2%	?	0.0%
CC[C@H](C)[C@H](NC(=O)[C@H](CCC(=O)O)NC(=O)CNC(=O)[C@H](CCCCN)NC(=O)[C@H](CCC(=O)O)NC(=O)[C@H](CCSC)NC(=O)[C@H](CCSC)NC(=O)[C@H](CCSC)NC(=O)[C@H](CCC(=O)O)NC(=O)CNC(=O)[C@H](CO)NC(=O)[C@H](CO)NC(=O)[C@H](CO)NC(=O)[C@@H](N)CC(N)=O)C(=O)N[C@@H](CCCCN)C(=O)O	8%	/	12%	-2%	9%	/	/	/
Cn1c(Cn2nnc3ccccc32)nnc1SCC(N)=O	-9%	-11%	-1%	2%	-23%	1%	2%[46.1 µM]	-1.0%
CCc1ccccc1NC(=O)CN(c1ccc(OC)cc1OC)S(=O)(=O)c1ccccc1[N+](=O)[O-]	-3%	-9%	-9%	0%	-1%	-6%	54%	-1.0%
O=C(C1CCN(S(=O)(=O)c2cccc3nsnc23)CC1)N1CC=C(c2ccccc2)CC1	-14%	-22%	-2%	-3%	1%	-6%	-21%[46.1 µM]	-0.9%

A draw from above in order of molar mass, high to low.
SMILES	aGal spleen mod	Tau fluor counter	CBFb RUNX1 block	TR SRC2 fluor cs	TRb-SRC2 inh	Tau fibril FP	NPSR antagonist	Epigenetic derep
CC(C)NC(=O)CSc1ccccc1C(=O)NCc1ccc2c(c1)OCO2	5%	-7%	5%	-3%	-2%	1%	-3%[46.1 µM]	1.6%
COC(=O)c1ccc(CSc2nnnn2Cc2ccccc2)cc1	-5%	-17%	?	-3%	5%	-13%	-16%[46.1 µM]	0.9%
COc1ccc(NC(=O)Cc2c(F)cccc2Cl)c(OC)c1	1%	-1%	-2%	-1%	-2%	4%	-3%	0.7%
CC(=O)Nc1nc2c(c3c1c(=O)oc1ccccc13)CCCCC2	3%	-8%	2%	-2%	1%	11%	-14%[46.1 µM]	-0.2%

Some of the compounds tested. The share of hits here may be higher or lower than overall.
